12-LOX inh: inhibitors of human 12S-lipoxygenase ALOX12; 580,000 tested, 1.1% active; AID 1671190; purified 12hLO, xylenol orange hydroperoxide absorbance; Potency, µM (series often up to 108 µM), for inactives: at the highest dose activity change, negative = inhibition, most hits filed as inhibitors; further: potency means the concentration at half of the fitted maximal effect; on the % scale 0 is the no-effect control and ±100 the full control effect
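Purified human 12hLO at 150 nM in 25 mM Hepes, 0.01% Triton X-100, pH 7.0, preincubated 15 min at room temperature with compound. Reaction started with 40 uM arachidonic acid, 30 min at room temperature. Hydroperoxide measured by Fe-xylenol orange, 573/405 nm absorbance ratio.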
POLI inh: DNA polymerase iota (human) inhibition; Q9UNA4; Pol iota fluorescent replication assay, 10 min; Potency, µM (titrated, usually from 115 µM), without a hit: top-dose activity, negative = inhibition, actives largely listed as inhibitors; 390,000 tested, 1% active; AID 588590; further: potency means the concentration at half of the fitted maximal effect
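Pol iota at 10 nM preincubated 15 min with compounds at room temperature; reaction started with fluorescent substrate, 50 nM final. Fluorescence read kinetically at 0 and 10 min; buffer-only wells as negative control.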
TRHR ag: agonists of human TRH receptor | P34981 | TRHR cells, calcium flux fluo-8, FDSS agonist mode | activation, % at 2 µM | 360,000 tested, 0.18% active; in the data active means activation above about 30%; further: 0% is about no effect
Target sequence (P34981 whole entry, looked up): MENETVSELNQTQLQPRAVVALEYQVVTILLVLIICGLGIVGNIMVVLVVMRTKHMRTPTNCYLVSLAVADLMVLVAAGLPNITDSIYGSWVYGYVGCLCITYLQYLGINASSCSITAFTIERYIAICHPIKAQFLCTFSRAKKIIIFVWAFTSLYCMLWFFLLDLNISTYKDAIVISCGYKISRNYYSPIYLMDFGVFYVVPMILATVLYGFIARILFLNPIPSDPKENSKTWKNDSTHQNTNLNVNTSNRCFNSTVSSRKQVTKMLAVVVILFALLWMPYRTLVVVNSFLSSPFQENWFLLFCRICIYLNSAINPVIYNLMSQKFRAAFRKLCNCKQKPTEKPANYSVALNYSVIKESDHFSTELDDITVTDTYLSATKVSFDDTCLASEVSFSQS
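Read-out: compound-evoked intracellular calcium rise in TRHR cells, fluo-8 dye, kinetic FDSS fluorescence at 1 s/cycle following a 10-cycle baseline. Cells cultured overnight before dye loading (30 min–1.5 h, RT).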
Anesthetic bind: binds horse apoferritin like a general anesthetic | Potency, µM (series often up to 77.5 µM), for inactives: top-dose activity change, negative = displacement, actives largely listed as inhibitors | apoferritin/1-aminoanthracene competitive binding, fluorescence | 350,000 tested, 0.074% active | P02791; further: potency means the concentration at half of the fitted maximal effect; on the % scale 0 is the no-effect control and ±100 the full control effect; nearly all actives have a fitted effect of over 20% in size
Target sequence (P02791 2-175 limits assumed): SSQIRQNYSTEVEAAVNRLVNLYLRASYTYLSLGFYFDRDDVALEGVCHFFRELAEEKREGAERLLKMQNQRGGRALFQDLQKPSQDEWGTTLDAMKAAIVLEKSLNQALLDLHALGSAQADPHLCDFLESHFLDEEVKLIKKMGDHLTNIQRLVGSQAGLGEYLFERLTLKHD
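Read-out: endpoint 1-AMA fluorescence, excitation 380 nm and emission 535 nm, after compounds sit 10 min at room temperature with 10 uM horse-spleen apoferritin in 50% saturated 1-AMA/PBS. Values come from four-parameter Hill fits.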
POLK inh: DNA polymerase kappa (human) inhibition; purified Pol kappa, fluorescent DNA synthesis assay, 10 min; Potency, µM (top dose mostly 107 µM), for the others: top-dose activity, negative = inhibition, usual class: inhibitors; 400,000 tested, 0.53% active; AID 588579; further: potency means the concentration at half of the fitted maximal effect; on the % scale 0 is the no-effect control and ±100 the full control effect
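Enzyme at 10 nM met test compounds for 15 min at room temperature. Substrate addition (50 nM final) began the reaction, which was monitored by fluorescence at 0 and 10 min.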
BLM inh: blocks DNA unwinding by human BLM helicase. recombinant BLM DNA unwinding, fluorescence dequenching. Potency, µM (series often up to 56.1 µM), for the others: at the highest dose activity change, negative = inhibition, usual class: inhibitors. 350,000 tested, 0.2% active;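 further: potency means the concentration at half of the fitted maximal effect; plate controls were vehicle for no effect and no enzyme for full effect; nearly all actives have a fitted effect of over 35% in size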
Pol beta inh: DNA polymerase beta (human) inhibition. P06746. Pol beta primer extension/strand displacement, fluorescence kinetic. Potency, µM (highest dose often 114 µM), without a hit: at the highest dose activity change, negative = inhibition, hits mostly inhibitors. 340,000 tested, 1.3% active. AID 485314; further: potency means the concentration at half of the fitted maximal effect; on the % scale 0 is the no-effect control and ±100 the full control effect
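Curves were derived by four-parameter Hill fits of normalized qHTS data. The kinetic fluorescent primer-extension read was taken at 0 and 10 min after 50 nM substrate, following a 15 min room-temperature preincubation of 10 nM enzyme with compounds.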
ERG-DNA inh: ERG Ets/DNA interaction inhibition | fluorescence polarization, His-ERG Ets domain / labelled DNA | Potency, µM (highest dose often 76.9 µM), inactives show at the highest dose FP activity, negative = inhibition, actives largely listed as inhibitors | AID 624246 | P11308 | 370,000 tested, 0.028% active; active means well fitted inhibition curve with a large enough effect in the polarisation, with a control signal flat; inconclusive means small, poorly fitted or top-dose-only effect, or effect the other way, or a change in a side signal; inactive means no such curve, though single readings can be large or run the other way; the % refers to the polarisation;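 further: polarization taken with two DNA probes labelled with fluorescein and Texas red; potency means the concentration at half of the fitted maximal effect; % of control where 0% means no effect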
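His-tagged ERG Ets domain (1 uM in the protein solution; 300mM KCl, 50mM Tris-HCl, 1mM EDTA, 1mM DTT, pH 7.5) received compound, then a probe mix of 5 nM fluorescein-DNA and 100nM Texas-615-DNA. Fluorescence polarization was read for both dyes.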
APE1 inh: blocks human APE1 abasic DNA cleavage | Potency, µM (doses to about 65.8 µM), for the others: top-dose activity change, negative = inhibition, usual class: inhibitors | P27695 | 350,000 tested, 0.35% active | recombinant APE1, TAMRA/BHQ-2 abasic DNA cleavage fluorescence | AID 2517;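 further: potency means the concentration at half of the fitted maximal effect; plate controls were vehicle for no effect and reference inhibitor for full effect; nearly all actives have a fitted effect of over 55% in size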
Target sequence (P27695 whole entry, looked up): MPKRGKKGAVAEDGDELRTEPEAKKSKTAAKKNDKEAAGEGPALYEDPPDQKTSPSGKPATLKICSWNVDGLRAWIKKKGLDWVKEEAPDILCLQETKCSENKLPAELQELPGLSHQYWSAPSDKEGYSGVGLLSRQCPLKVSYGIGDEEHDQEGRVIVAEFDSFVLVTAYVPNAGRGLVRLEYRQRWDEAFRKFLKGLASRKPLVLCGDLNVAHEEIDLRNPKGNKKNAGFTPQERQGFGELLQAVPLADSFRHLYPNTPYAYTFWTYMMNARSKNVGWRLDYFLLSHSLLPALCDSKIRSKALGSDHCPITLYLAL
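Endonuclease cleavage of a quenched abasic-site DNA duplex (50 nM) by APE1 (0.75 nM) was tracked by TAMRA dequenching. Compounds were preincubated with enzyme 15 min at room temperature; data normalized to buffer-only and DMSO wells plus NSC13755 control.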
Numbers without * were called inactive; ? = inconclusive; . = no result given; & = joins results of further samples; ! = repeats disagree; [ ] = another dose, or the depositor's remark. Unless noted, the call rests on the fitted dose curve; in most records, active means well fitted curve in the direction sought with a large enough effect; inconclusive means small, poorly fitted or top-dose-only effect, or another doubt; inactive means no such curve, though single readings can be large; an effect the other way counts as inactive or inconclusive. Some of the compounds tested; the hit share may differ from the screen's.

SMILES	12-LOX inh	POLI inh	TRHR ag	Anesthetic bind	POLK inh	BLM inh	Pol beta inh	ERG-DNA inh	APE1 inh
COc1ccc(Nc2cc(C)nc3c(C)cccc23)cc1OC	0%	39%[activator]	-0.3	-17%	-25%	27%	-19%	10%	41%
C=C1CSc2nc(=O)c3c4c(sc3n21)CCC4	-11%	14%	-0.6	-16%	3%	-1%	20%	-1%	13%
CCOc1ccccc1CN1CCN(C2CCC2)CC1CCO (stereo not given)	-21%	-6%	-0.6	1%	-1%	1%	28%	-3%	9%
COc1ccc2nc(NC(=O)c3cccnc3SC)sc2c1	-13%	7%	0.1	-17%	-6%	-3%	4%	-7%	-1%
COc1ccc(/C=N/NC(=O)CCc2nc3ccccc3[nH]2)cc1	19%	11%	-0.1	-15%	-18%	4%	?	.	-1%
CCN(CC)Cc1c(O)ccc2c(C)c(CC(=O)OC)c(=O)oc12	0%	-1%	0.5	.	-3%	-5%	0%	6%	10%
CCCCCCCCCCCCCC(=O)N[C@H](C)[C@@H](O)c1ccccc1	0%[12.5 µM]	.	.	-11%	3%[19.4 µM]	-2%	.	.	4%&7%
COc1ccc(C(=O)NCC(=O)NCCc2c[nH]c3ccccc23)cc1OC	8%	51%[activator]	-1.7	-6%	1%	0%	9%	-5%	26%
COc1ccc(Cl)cc1S(=O)(=O)N1CCN(Cc2ccc3c(c2)OCO3)CC1	-13%	7%	-0.1	-8%	-14%	-7%	-23%	3%	1%
CCOc1ccc(-c2nc(C#N)c(N3CCOCC3)o2)cc1	15%	11%	-0.8	-12%	-1%	1%	4%	3%	1%
O=S(=O)(NC1CCCC1)c1ccccc1Cl	0%	-3%	-0.4	2%	1%	0%	2%	-6%	-1%
Cc1c(N(C)S(=O)(=O)c2cc(C(=O)NCC3CCCO3)ccc2Cl)c(=O)n(-c2ccccc2)n1C (stereo not given)	-8%	22%	-0.3	.	-4%	.	.	-3%	26%
CC1(C)Cc2ccccc2C(NNC(=O)c2ccncc2)=N1	6%	?	0.3	-6%	-5%	-1%	12%	-7%	-2%
COCC(=O)Nc1cc(C(=O)Nc2cccc(C)c2C)ccc1Cl	-9%	-12%	0.0	-13%	0%	-5%	1%	.	1%
CCN(CC)CCNC(=O)c1ccccn1	0%	-1%	0.8	-4%	0%	1%	9%	-2%	19%
CCCCn1c(NCc2ccccc2NS(=O)(=O)c2ccc(C)cc2)nc2ccccc21	0%	7%	1.2	7%	-19%	-8%	0%	0%	-4%
c1ccc2cc(C3=NCCN3)ncc2c1	?	.	.	.	-7%[19.4 µM]	50%[activator]	.	.	-6%
COc1cc(NS(=O)(=O)c2ccc(NC(=O)CCC(=O)O)cc2)nc(OC)n1	-7%	?	0.6	8%	4%	-2%	?	13%	16%
CC(=O)N1CCCC1c1nc2ccccc2n1Cc1cccc(Cl)c1 (stereo not given)	0%	27%	0.3	-13%	-6%	1%	8%	0%	.
COc1ccc(C(=O)Nc2cc(OC)c(NC(=O)c3ccco3)cc2OC)cc1	-28%	26%	-1.1	-11%	-3%	-16%	12%	2%	?
COc1ccc(NC(=O)c2ccc3c(=O)n4nc(Nc5cc(C)ccc5C)sc4nc3c2)cc1	?	9%	-0.7	3%	6%	-4%	-7%	4%	.
Cc1ccc(NC(=O)Cc2nc(COC(=O)c3c(F)cccc3Cl)cs2)cc1	459%[activator]	34%[activator]	.	.	-6%	.	.	2%	19%
CCNC(=S)N(Cc1ccc2c(c1)OCO2)C1CC(=O)N(c2ccc(F)cc2)C1=O (stereo not given)	?	-4%	1.1	-11%	-9%	-7%	2%	-12%	-8%
O=C(CCN1C(=O)c2ccccc2S1(=O)=O)Nc1ccc(F)c([N+](=O)[O-])c1	12%	20%	-0.2	.	-12%	.	.	4%	9%
CCCNC(=O)CSc1nc(-c2ccc(OC)cc2)cc(C(F)(F)F)n1	27%&-22%	17%	0.4	-4%	-1%[60.1 µM]	-3%	0%	-5%	.
SMILES	12-LOX inh	POLI inh	TRHR ag	Anesthetic bind	POLK inh	BLM inh	Pol beta inh	ERG-DNA inh	APE1 inh
Cc1nnc(NC(=O)C2CCCN2C(=O)Nc2ccccc2)s1 (stereo not given)	-7%	7%	0.4	1%	-13%	-3%	2%	7%	-3%
COC(=O)c1ccc(OC)c(Cn2c(=O)n(-c3ccc(C)cc3)c(=O)c3c2cnn3C)c1	-13%	-15%	0.1	-2%	1%	-2%	19%	4%	.
CC1C(=O)C(C)C(c2ccc(O)cc2)NC1c1ccc(O)cc1 (stereo not given)	0%	20%	-0.2	-19%	2%	-3%	6%	17%	-5%
CN(C)CCCN(C(=O)COc1ccc(Cl)cc1)c1nc2c(F)cccc2s1	40µM*!	34%[activator]	-0.9	-9%	-8%	-3%	-24%	2%	6%
CC(C)NC(=O)N(C)C[C@H]1Oc2c(NS(=O)(=O)c3ccc(F)cc3)cccc2C(=O)N([C@H](C)CO)C[C@@H]1C	?	23%	.	.	5%	.	.	0%	25%
Cc1c(C(=O)NCc2cccc(Cl)c2)sc2nc3n(c(=O)c12)CCCC3	0%	31%[activator]	14	406%[activator]	4%	-9%	0%	?	.
CCOC(=O)C1CCN(C(=O)c2cc3c(ccc4ccccc43)o2)CC1	-1%	2%	-0.6	-24%	-13%	-2%	-1%	4%	-17%
O=C(CCS(=O)(=O)c1cc2c(cc1Cl)NC(=O)CO2)NCc1ccc(F)cc1	1%	-9%	0.4	-6%	-16%	-1%	8%	-6%	5%
O=C(Cn1c(=O)n(Cc2ccco2)c(=O)c2c3c(sc21)CCCCC3)c1ccccc1	?	?	-0.6	-18%	-36%	-22%	10µM*	-10%	?
COc1ccc(S(=O)(=O)N2CCCCC2)cc1-n1cnnn1	-41%	70%[activator]	1.8	-4%	-5%	-10%	6%	7%	19%
CC1(C)CC(NC(=S)Nc2ccc([N+](=O)[O-])cc2)CC(C)(C)N1	-4%	147%[activator]	0.3	-11%	-6%	-1%	19%	-5%	3%
COc1ccc(-c2csc(N(Cc3ccco3)C(=O)c3cccs3)n2)cc1	-20%	?	1.3	-4%	1%	-14%	?	8%	-2%
O=C(CCCCCN1C(=O)c2ccccc2C1=O)Nc1ccc(C(=O)O)cc1	15%	-9%	-0.3	8%	1%	-6%	0%	-1%	33%
CCC(=O)Nc1ccc(C(=O)N/N=C/c2ccccc2[N+](=O)[O-])cc1	-15%	3%	0.7	-4%	-11%	-3%	2%	-1%	?
COc1ccc(C)cc1NC(=O)CSc1nnnn1C1CCCC1	19%	19%	-1.1	-4%	7%	-5%	-3%	-3%	63%[activator]
CN(C)S(=O)(=O)c1cccc(COC(=O)c2cnccn2)c1	-22%	32%[activator]	-0.5	2%	15%	-3%	-14%	7%	49%
CCCN1Cc2cccc(C(=O)NCc3cccs3)c2C1=O	?	0%	-0.3	-14%	-6%	-5%	?	-2%	-2%
COc1cc(/C=C2\SC(=S)N(CC(=O)O)C2=O)ccc1OC(=O)c1ccco1	-24%	218%[activator]	1.8	-20%	-6%	-3%	15%	124%[activator]	28%
CCCc1cc(=O)[nH]c(SCc2ccc(F)cc2)n1	-3%	21%	-0.2	7%	-5%	-4%	-1%	8%	2%
CCOc1ccc(/C=C2/SC(=S)N(CCC(=O)Nc3ccc(C(=O)O)cc3)C2=O)cc1	-9%	?	0.1	-10%	-11%	-27%	-9%	9%	7.5µM*
COc1ccc(C(=O)N2CC3(C)CC2CC(C)(C)C3)cc1OC (stereo not given)	?	-5%	-0.7	-19%	-11%	-3%	-25%	-5%	10%
Cc1ccc(C(=O)c2sc(Nc3ccccc3)c(S(=O)(=O)c3ccccc3)c2N)c(C)c1	?	1%	0.7	150%[activator]	-3%[60.1 µM]	-6%	0%	2%	.
O=C(CSc1nnc(C2CC2)n1-c1ccccc1)N1CCCC1	-2%	11%	.	.	-6%	.	.	-2%	4%
Cc1cc(NC(=O)c2ccc(Cl)cc2)c(C(C)C)cc1O	-3%	31%[activator]	-2.5	-13%	-7%	-1%	-2%	-1%	-5%
Cc1nn(CCc2nn[nH]n2)c2nc(-c3ccccc3)cc(C(F)(F)F)c12	0%	17%	0.4	-15%	9%[60.1 µM]	2%	21%	1%	-1%

Compound profiles, as listed above. Screens in order: 12-LOX inh	POLI inh	TRHR ag	Anesthetic bind	POLK inh	BLM inh	Pol beta inh	ERG-DNA inh	APE1 inh
CCCc1cc(=O)[nH]c(SCc2ccc(F)cc2)n1 is listed as -3%	21%	-0.2	7%	-5%	-4%	-1%	8%	2%
COc1ccc(C)cc1NC(=O)CSc1nnnn1C1CCCC1 is listed as 19%	19%	-1.1	-4%	7%	-5%	-3%	-3%	63%[activator]

The list goes on.
SMILES	12-LOX inh	POLI inh	TRHR ag	Anesthetic bind	POLK inh	BLM inh	Pol beta inh	ERG-DNA inh	APE1 inh
O=C(COC(=O)c1ccccc1O)NCCC1=CCCCC1	3%	41%[activator]	-0.7	-18%	-3%	-3%	3%	36%[activator]	12%
COc1cc(CCC(=O)NCCc2ccc(F)cc2)cc(OC)c1OC	9%	-18%	.	.	-1%	.	.	13%	.
O=C(Nc1ccc(C(=O)N2CCOCC2)cc1)Nc1cccc2ccccc12	-10%	15%	0.4	?	-8%	-1%	-3%	-10%	-3%
CN(/N=C/c1ccc(Br)o1)C1=NS(=O)(=O)c2ccccc21	-12%	96%[activator]	-0.3	-7%	-7%	-14%	9%	-10%	-6%
CCC(C)NC(=O)/C=C/c1ccc(S(=O)(=O)NCc2ccco2)cc1 (stereo not given)	0%	91%[activator]	-1.0	-9%	-21%	-6%	32%	10%	-13%
CCN(Cc1ccccc1)C(=O)Cn1c(C(C)O)nc2ccccc21 (stereo not given)	0%	22%	-0.4	1%	8%	-3%	4%	-5%	18%
Cc1ccc(-c2nc(CSc3nncn4c3cc3occc34)c(C)o2)cc1	-22%	15%	0.7	-4%	-8%	0%	-1%	9%	.
